# Screening data deposited in PubChem by several laboratories.
# EBV LMP1 NFkB: Epstein-Barr LMP1 NF-kappaB reporter inhibition | LMP1-induced NF-kappaB luciferase reporter cells, luminescence | inhibition, % at 12.5 µM | hit rate 0.69% among 350,000; in the data active means inhibition above about 41%; inconclusive means no clear call, values can overlap the other calls;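 further: 0% = neutral control wells and 100% = reference inhibitor control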
# TROY signal inh: blocks TROY-dependent signaling in reporter cells | Q293 LMP1-TROYcd NF-kB luciferase reporter, 4 h | hit rate 0.98% among 360,000 | inhibition, % at 10 µM;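 active means compounds whose plate-normalised and pattern-corrected inhibition of the luciferase reporter signal at the single screening dose is 50% or more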
# TLR9-MyD88 inh: inhibitors of human TLR9-MyD88 binding; hit rate 0.21% among 340,000; inhibition, % at 4.98 µM; AID 504734; Q9NR96+Q99836; CHO BLA complementation TLR9-MyD88, CCF4 FRET ratio;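 active means inhibition above the mean over all tested compounds plus 3 SD, cut at about 21% in these data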;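 further: 0% = DMSO only wells and 100% = clavulanate BLA inhibitor control wells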
# Target sequence (Q99836 whole entry, looked up): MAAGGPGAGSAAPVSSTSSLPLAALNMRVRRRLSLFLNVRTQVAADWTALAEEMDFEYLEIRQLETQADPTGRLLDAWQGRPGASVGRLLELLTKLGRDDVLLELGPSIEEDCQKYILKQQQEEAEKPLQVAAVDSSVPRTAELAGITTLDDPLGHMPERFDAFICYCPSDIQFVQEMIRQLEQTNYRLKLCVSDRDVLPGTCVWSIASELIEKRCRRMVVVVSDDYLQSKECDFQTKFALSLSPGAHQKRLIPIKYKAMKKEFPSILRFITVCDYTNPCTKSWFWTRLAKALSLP
# Target sequence (Q9NR96 whole entry, looked up): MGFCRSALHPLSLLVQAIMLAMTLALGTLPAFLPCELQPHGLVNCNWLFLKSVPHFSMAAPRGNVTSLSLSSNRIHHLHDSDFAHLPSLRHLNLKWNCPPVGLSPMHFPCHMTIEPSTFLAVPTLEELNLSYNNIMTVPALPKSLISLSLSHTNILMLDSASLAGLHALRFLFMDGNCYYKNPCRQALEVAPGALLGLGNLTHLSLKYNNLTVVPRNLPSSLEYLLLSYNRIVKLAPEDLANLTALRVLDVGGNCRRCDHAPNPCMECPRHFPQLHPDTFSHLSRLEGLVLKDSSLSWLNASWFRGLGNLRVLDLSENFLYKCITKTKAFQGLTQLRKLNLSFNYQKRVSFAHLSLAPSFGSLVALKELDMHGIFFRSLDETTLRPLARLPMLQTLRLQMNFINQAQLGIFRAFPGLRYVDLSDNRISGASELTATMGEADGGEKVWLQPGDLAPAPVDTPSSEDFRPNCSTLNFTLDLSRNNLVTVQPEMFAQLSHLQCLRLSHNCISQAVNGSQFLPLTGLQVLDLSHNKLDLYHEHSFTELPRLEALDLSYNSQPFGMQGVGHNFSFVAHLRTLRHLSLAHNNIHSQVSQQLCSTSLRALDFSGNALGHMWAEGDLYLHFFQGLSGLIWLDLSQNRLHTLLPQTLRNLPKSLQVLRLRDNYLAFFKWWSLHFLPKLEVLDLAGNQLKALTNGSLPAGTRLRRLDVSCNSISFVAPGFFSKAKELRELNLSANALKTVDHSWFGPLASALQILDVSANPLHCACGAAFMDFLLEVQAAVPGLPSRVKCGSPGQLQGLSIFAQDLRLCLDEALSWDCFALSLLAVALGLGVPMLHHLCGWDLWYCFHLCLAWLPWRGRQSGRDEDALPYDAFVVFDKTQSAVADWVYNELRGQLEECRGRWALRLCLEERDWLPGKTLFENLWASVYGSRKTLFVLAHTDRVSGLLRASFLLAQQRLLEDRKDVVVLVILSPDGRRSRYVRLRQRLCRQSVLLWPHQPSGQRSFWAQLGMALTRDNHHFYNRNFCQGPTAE
# LRH-1 inv ag: NR5A2 inverse agonism in reporter assay; O00482; HEK293T StAR-luciferase reporter, LRH-1 transfected, 24 h; inhibition, % at 3.6 µM; hit rate 0.13% among 360,000; AID 602396;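 active means inhibition above the mean inhibition of all tested compounds plus 3 SD, cut at about 73% in these data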;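 further: 0% = DMSO wells and 100% = reporter-only cells lacking LRH-1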
# COUP-TFII inh: inhibitors of human COUP-TFII (NR2F2); HEK293T NGFI-A luciferase reporter, luminescence; inhibition, % at 8.6 µM; hit rate 0.7% among 370,000;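 active means inhibition above a per-plate cutoff, mean inhibition of test wells between control levels plus 3 SD, cut at about 38% in these data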;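 further: cells cotransfected with COUP-TFII expression vector driving the NGFI-A reporter; 0% = median of COUP-TF2 test wells and 100% = reporter-only cells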
# C8 TRAIL sens: caspase-8 TRAIL sensitization; NB7+C8 cells + TRAIL, ATPlite viability luminescence; inhibition (viability loss, TRAIL sensitization), % at 10 µM; hit rate 1% among 360,000;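 active means compounds causing at least 50% loss of cell viability in the single-dose screen, relative to plate controls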
# NOD2-RIPK2 inh: inhibitors of human NOD2-RIPK2 interaction; O43353; CHO BLA complementation NOD2-RIPK2, CCF4 ratio; inhibition, % at 4.98 µM; hit rate 0.38% among 360,000; AID 624267; in the data active means inhibition above about 21%;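 further: 0% = vehicle only and 100% = reference blocker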
# NCOA3 inh: human NCOA3 inhibition; hit rate 0.17% among 360,000; Q9Y6Q9; inhibition, % at 3.6 µM; HEK293 GAL4-SRC3 luciferase reporter, luminescence;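 active means inhibition above a per-campaign cutoff, the mean of all compounds plus 3 SD, cut at about 60% in these data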;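 further: 0% = DMSO-treated cells and 100% = gossypol-treated cells at 36 µM; higher means less SRC3-driven luciferase light from the GAL4 reporter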
# TWEAK Fn14 block: blocks TWEAK-Fn14 interaction in a reporter cell assay. TWEAK-stimulated Fn14 reporter cells, luciferase luminescence, 8 h. inhibition, % at 10 µM. hit rate 2% among 360,000. AID 1159606; in the data active means inhibition above about 50%
# NCOA1 inh: human NCOA1 inhibition; Q15788; inhibition, % at 3.6 µM; HEK293 GAL4-SRC1 luciferase reporter, luminescence; hit rate 0.12% among 360,000;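 active means inhibition above the campaign mean plus 3 SD, with each screening campaign given its own cutoff, cut at about 60% in these data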;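 further: 0% = DMSO treated cells and 100% = gossypol at 36 µM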
# NCOA2 inhibitor: human SRC2 (NCOA2) inhibition; Q15596; HEK293 GAL4-SRC2 luciferase reporter, luminescence; inhibition, % at 9 µM; hit rate 0.17% among 370,000;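 active means inhibition above the mean inhibition of all tested compounds plus 3 SD, set per campaign, cut at about 52% in these data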;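 further: 0% = DMSO treated cells and 100% = cells given Gossypol at 36 µM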
# Starred values were filed as active, the others as inactive; ? = inconclusive; . = not tested or not shown.
SMILES,EBV LMP1 NFkB,TROY signal inh,TLR9-MyD88 inh,LRH-1 inv ag,COUP-TFII inh,C8 TRAIL sens,NOD2-RIPK2 inh,NCOA3 inh,TWEAK Fn14 block,NCOA1 inh,NCOA2 inhibitor
CCOc1cc(-c2cc(-c3ccccc3)nc(N)c2C#N)ccc1O,2,18,10,0,-39,5,3,2,42,-17,-11
Cc1ccccc1NC(=O)NCC1CCN(C(=O)OC(C)(C)C)CC1,-6,3,-6,-13,11,7,8,16,7,15,5
O=C(NCc1cccnc1)c1cccc(S(=O)(=O)N2CCCCC2)c1,7,-6,-5,7,10,18,-10,10,11,5,0
COc1cc(NC(=O)c2ccccc2Cl)c2ncccc2c1,-11,20,-17,19,7,26,1,11,0,-6,-4
COc1cccc2cc(C(=O)N3CCN(C(=O)c4ccccc4)CC3)c(=O)oc12,-1,-10,0,10,14,-1,-1,7,12,-4,13
CCOC(=O)c1oc2cc(O)ccc2c(=O)c1-c1ccc(OC)cc1,-3,19,-2,8,6,-4,-8,-5,-8,-14,-20
CCc1ccc(NC2=NCC(=O)N2c2ccc3c(c2)OCCO3)cc1,-1,-6,0,-10,-1,16,-10,5,6,-1,-21
O=c1oc(CCCO)cc2ccc(Br)cc12,-2,-25,-5,-4,-22,-1,-12,-12,-11,-14,-21
Cc1nonc1NC(=O)CSc1nc(C23CC4CC(CC(C4)C2)C3)nc2ccccc12,-19,-5,2,-1,12,-20,-24,6,66*,-44,-4
CC(=O)NC(CC(=O)Nc1ccc(S(=O)(=O)Nc2nccs2)cc1)c1ccccc1 (stereo unspecified),-5,-1,-5,-5,12,-7,-14,-7,-10,-3,-6
COc1cccc(NC(=O)c2cnsn2)c1,-18,-36,1,-46,.,-15,-7,-20,-10,-16,.
Cc1ccc(Cn2c(Sc3nccc(C)n3)nc3c2c(=O)[nH]c(=O)n3C)cc1,11,-2,8,7,-16,2,-18,4,-8,17,-10
C/C=C/c1ccc(OCCCCOc2c(OC)cccc2OC)c(OC)c1,4,-3,-8,2,12,4,5,14,2,3,6
O=C(NCc1ccccc1)c1onc(CSc2ccc(Cl)cc2)c1C(=O)NCC1CC1,0,7,5,18,21,10,-14,-19,-8,-4,-3
COc1ccc(CC2NCCC3=CC(=O)CCC32)cc1O (stereo unspecified),3,-8,8,7,-4,-4,6,-1,8,0,-13

# The final 2 compounds of the section above come first, to join the parts:
SMILES,EBV LMP1 NFkB,TROY signal inh,TLR9-MyD88 inh,LRH-1 inv ag,COUP-TFII inh,C8 TRAIL sens,NOD2-RIPK2 inh,NCOA3 inh,TWEAK Fn14 block,NCOA1 inh,NCOA2 inhibitor
O=C(NCc1ccccc1)c1onc(CSc2ccc(Cl)cc2)c1C(=O)NCC1CC1,0,7,5,18,21,10,-14,-19,-8,-4,-3
COc1ccc(CC2NCCC3=CC(=O)CCC32)cc1O (stereo unspecified),3,-8,8,7,-4,-4,6,-1,8,0,-13
Clc1ccc(Cn2nnc(-c3ccc(N4CCOCC4)cc3)n2)cc1,4,-3,2,19,-20,15,-3,-3,-16,-9,18
COc1cc(NC(=O)N2CCc3nc(Nc4cc(Cl)cc(Cl)c4)ncc3C2)cc(OC)c1OC,.,20,.,15,6,12,-5,10,38,6,-34
Cc1cc(C)c(OCCOCCN2CCNCC2)c(C)c1,-2,1,5,18,-5,16,2,-16,-14,10,2
CCc1ccc(CN(C)C(=O)c2cc(COc3cccc4cnccc34)on2)cc1,34,39,17,37,66*,38,7,34,57*,14,18
O=C(N=C1SC2CS(=O)(=O)CC2N1Cc1ccccc1)c1ccccc1 (stereo unspecified),1,-1,-11,-13,16,8,1,-21,-12,13,-15
COc1ccc(-n2ncc(C(=O)N3CCN(c4ccc(F)cc4)CC3)c2C)cc1,.,5,.,2,-9,3,-10,5,10,-4,7
CCc1ccc(NC(=O)c2ccc3c(c2)C(=O)N(Cc2ccco2)C3=O)cc1,-16,-41,-4,-4,-2,21,-9,-5,-7,-11,3
Cc1ccc(NC(=O)CSc2nc3c(c(=O)[nH]2)CCC3)c(C)c1,-6,15,-4,-1,5,4,4,-24,-17,2,-5
Cc1cc(O)c(N=Nc2ccc(C(=O)O)cc2)cc1C,-53,-8,3,-112,-40,2,-5,-87,31,-104,-40
CCCOc1ccccc1NC(=O)c1ccc(N)cc1,?,1,-11,1,5,9,2,10,-12,-13,-16
O=C(NCCc1c[nH]c2ccccc12)C1CCN(S(=O)(=O)c2ccc(F)cc2)CC1,-30,-8,1,-17,12,-1,2,-29,20,-16,-21
COc1ccc(CC(=O)OCC(=O)Nc2ccc3[nH]c(=O)[nH]c3c2)cc1OC,-2,-6,3,5,-3,11,-2,-15,6,1,3
COc1ccc([C@H]2CC(=O)C=C(c3cccc(Cl)c3O)C2)cc1OC,-1,-3,-6,4,4,2,1,-2,3,-12,10
CC(=O)c1ccc(OCCCC(=O)NC(C)c2ccc(S(N)(=O)=O)cc2)cc1 (stereo unspecified),-7,14,-4,16,9,-8,7,17,5,-1,2
O=C(COc1ccc2ccc(=O)oc2c1)NCCN1CCOCC1,-8,-34,2,8,0,3,3,16,21,12,-22
CC(=O)Nc1cccc(NC(=O)CCN2C(=O)c3ccccc3S2(=O)=O)c1,-2,-18,1,8,-1,2,-9,3,-1,19,-17
COc1ccc(N(CC(=O)NCc2ccco2)S(=O)(=O)c2ccccc2)cc1,-5,-24,1,-2,-17,-1,-2,14,-3,3,4
O=C(Cn1ccc(NC(=O)OCc2ccccc2)nc1=O)NCCc1ccccn1,-6,-10,-10,1,5,-4,10,-21,-4,-14,1
Cc1onc(-c2ccccc2Cl)c1C(=O)NCC(=O)O,-7,-12,0,6,-7,-4,-8,9,-40,3,-8
COCc1cc(C)nc(NCCc2ccccc2)c1C#N,-15,-25,0,-26,-6,-16,0,-17,-10,-8,-1
O=C(NC(=S)Nc1cccc2cc(O)ccc12)c1ccco1,-2,2,-8,4,-4,-6,-3,-4,-1,5,-14
Cc1ccc(-c2nc3ncccc3o2)cc1NC(=O)c1cccs1,9,-14,0,-13,-3,2,-9,8,-6,-2,-5
COc1c(Cl)cc(C(=O)Nc2ccc(Cl)cn2)cc1Cl,-13,-10,-4,-31,5,15,-33,-27,-4,-48,-11
COc1cc(OC)c(C(=O)OCC(=O)Nc2ccc(S(=O)(=O)N3CCOCC3)cc2)cc1OC,10,-8,-1,-3,-14,-4,2,-18,-29,3,-6
Cn1c(SCC(=O)N2c3ccccc3Sc3ccc(Cl)cc32)nnc1-c1ccco1,-6,-2,9,20,16,-1,-2,6,-17,-2,2
CCc1ccc(C(=O)Nc2nc3ccccc3[nH]2)cc1,69*,80*,5,-4,74*,96*,5,4,98*,-13,68*
Cc1ccccc1OCc1nnc(SCc2nc3ccccc3c(=O)[nH]2)n1C,3,-1,0,10,-7,-4,-7,1,8,-6,5
C1=C\CCC2(OCCO2)C2(CC/1)OCCO2,-8,-3,0,-16,14,5,3,-12,-9,-30,-15
COc1ccc2c(c1)c(C(=O)OCCN(C)C)c(C)n2C,-4,-9,3,-22,-10,-1,-3,1,-35,-12,-11
CC(C)CCOc1ccc(Cl)cc1CN1CCOCC1,7,-2,-16,1,7,7,-4,-18,-2,-23,-12
CCCn1c(SCc2ccc(Cl)cc2)nc2c1c(=O)[nH]c(=O)n2C,-4,4,3,13,-7,7,7,-14,-5,-22,-34
OC1(c2cccs2)CN(c2ccccc2)C2=[N+]1CCCC2 (stereo unspecified),2,0,5,7,10,3,-4,3,-33,17,13
COc1ccc(N2C(=O)CC(NNC(=O)c3cc(C)oc3C)C2=O)cc1 (stereo unspecified),-2,-16,-6,6,-17,-3,6,3,12,0,-8
[O-]/[N+](=C/c1ccccc1)c1ccccc1,1,-9,-1,18,13,3,1,-20,-25,13,-23
CCOc1cc(C(=S)N2CCOCC2)ccc1OS(=O)(=O)c1ccc(OC)cc1,1,15,-9,-19,24,10,-7,5,6,8,-39
CC(C)Oc1cc(S(=O)(=O)N2CCCCC2)ccc1N,4,3,7,11,14,-2,4,-6,-9,2,-1
CCCN1CCC(=O)N([C@H](COc2ccccc2)CC(C)C)CC1,3,4,-5,8,-5,-15,-9,1,5,-30,-11
COc1ccc(CNC(=O)C[C@@H]2C=C[C@@H](NS(=O)(=O)c3cccc(OC)c3)[C@@H](CO)O2)cc1,.,.,.,4,-8,-3,-4,.,.,.,6
Cc1cccc(NC(=O)c2cnn(C)c2)c1C,-2,-5,-7,-3,10,-1,-10,33,10,-12,-25
CCOc1ccccc1N1CCN(C(=O)c2ccc3[nH]c(C)c(C)c3c2)CC1,4,-11,-3,8,6,22,0,14,3,3,-13
Cc1ccccc1NC(=O)N1CCCN(c2ccc(C#N)cn2)CC1,5,8,-12,-1,8,-3,-8,5,14,1,-14
Cc1ccc[n+](Cc2ccc([N+](=O)[O-])cc2)c1,-2,-1,4,5,7,0,-5,0,-6,-5,-24
COC(=O)c1ccc2nc(-c3cccc(Cl)c3)c(Cc3ccccc3)n2c1,.,-56,.,-17,-42,3,-6,.,-12,.,-51
Cn1ccnc1SCc1cn2cc(Br)ccc2n1,9,-40,0,-158,-33,18,-1,-86,31,-104,-3
NC(=O)c1ccc(NCc2ccco2)c([N+](=O)[O-])c1,-4,3,-2,24,-8,-8,-11,7,7,-22,-12
CCOC(=O)C1=C(CN2CC(C)CC(C)C2)NC(=O)NC1c1ccc2c(c1)OCO2 (stereo unspecified),10,11,-11,0,7,3,-2,10,-10,-42,12
Cc1ccc(CNC(=O)C(=O)NCC2OCCCN2S(=O)(=O)c2ccc(F)cc2)cc1 (stereo unspecified),-1,-3,-3,4,9,-15,-24,10,-9,-2,32
CC(C(=O)Nc1ccccc1-c1ccccc1)N1CCCCC1 (stereo unspecified),8,-5,-4,12,-7,-8,-1,-3,-11,4,-15
Cn1cnc([N+](=O)[O-])c1Sc1n[nH]c(N)n1,-11,11,-6,-17,8,-15,-1,-12,-2,-18,-19
O=C1c2ccccc2C(c2nnnn2Cc2ccccc2)N1CCOc1ccccc1 (stereo unspecified),.,-80,.,-91,-66,-3,-11,.,0,.,-91
COc1ccc(-c2csc3ncn(-c4cccc(C)c4)c(=O)c23)cc1OC,-7,-4,-9,-25,-6,-6,-23,9,-13,-10,-14
CCNCc1nc2cc(Cl)ccc2c(=O)[nH]1,5,-7,0,-10,0,-3,1,6,7,3,-30
CN(C)S(=O)(=O)c1cccc(C(=O)NCc2ccco2)c1,-13,-2,-16,-4,7,-11,-2,5,0,-36,6
Cc1ccc(S(=O)(=O)CCC(=O)c2ccc(F)cc2)cc1,-4,0,-9,16,16,-21,6,2,4,-45,8
CC(=O)Oc1ccc2c(=O)c(N3C(=O)c4ccccc4C3=O)c(C)oc2c1,-2,-14,-18,10,1,-7,-4,-6,-5,15,-3
CS(=O)(=O)c1ccc2nc(NC(=O)CS(=O)(=O)Cc3ccccc3)sc2c1,9,-3,8,19,-27,6,-4,0,14,-20,-9

# These rows are one share of the data; count on the stated rates, not on these rows.
